Screens from PubChem.
FBW7 activator – human FBW7 E3 ligase activation, primary screen; Q969H0; 650,000 tested, 0.13% active; normalized activity (activation), % at 26.1 µM; AlphaScreen FBW7–phospho-cyclin E peptide binding, activator screen; in the data active = normalized activity above about 1.9%;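 note: purified mutant Fbw7 with reduced substrate affinity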
TEAD-YAP inh – TEAD-YAP interaction inhibition; HEK-TIYL cells, TEAD-Gal4/YAP UAS-luciferase luminescence; AID 1259422; 640,000 tested, 1.4% active; inhibition, % at 9.12 µM; in the data active = inhibition above about 32%;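 note: 0% = median of test compound wells and 100% = reference inhibitor wells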
MITF primary – inhibitors of human MITF; O75030; AlphaScreen MITF homodimerization, bead proximity signal; inhibition, % at 2.6 µM; 650,000 tested, 0.91% active; in the data active = inhibition above about 50%;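 note: 0% = vehicle wells with protein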
Target sequence (O75030 whole entry, looked up): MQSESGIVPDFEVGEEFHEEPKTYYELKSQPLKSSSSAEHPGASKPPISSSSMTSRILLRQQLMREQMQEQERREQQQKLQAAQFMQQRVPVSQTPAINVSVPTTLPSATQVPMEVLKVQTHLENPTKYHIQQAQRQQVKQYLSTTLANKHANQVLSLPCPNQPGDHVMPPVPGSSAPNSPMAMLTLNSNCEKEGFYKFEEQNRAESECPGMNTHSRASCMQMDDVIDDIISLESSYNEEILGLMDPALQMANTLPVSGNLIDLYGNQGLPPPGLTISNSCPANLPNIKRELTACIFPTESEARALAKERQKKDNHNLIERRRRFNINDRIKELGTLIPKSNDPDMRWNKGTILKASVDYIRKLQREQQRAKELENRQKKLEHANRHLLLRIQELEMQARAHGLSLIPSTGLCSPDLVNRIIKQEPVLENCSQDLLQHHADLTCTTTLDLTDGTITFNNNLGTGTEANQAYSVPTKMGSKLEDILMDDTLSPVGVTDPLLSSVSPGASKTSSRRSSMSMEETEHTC
GPR151 activ – activators of human GPR151; PathHunter beta-arrestin GPR151 cells, luminescence; activation, % at 11.2 µM; 650,000 tested, 1% active; AID 1508602; in the data active = activation above about 4.9%;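 note: 0% = median of compound wells and 100% = cells with positive control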
Target sequence (Q8TDV0 whole entry, looked up): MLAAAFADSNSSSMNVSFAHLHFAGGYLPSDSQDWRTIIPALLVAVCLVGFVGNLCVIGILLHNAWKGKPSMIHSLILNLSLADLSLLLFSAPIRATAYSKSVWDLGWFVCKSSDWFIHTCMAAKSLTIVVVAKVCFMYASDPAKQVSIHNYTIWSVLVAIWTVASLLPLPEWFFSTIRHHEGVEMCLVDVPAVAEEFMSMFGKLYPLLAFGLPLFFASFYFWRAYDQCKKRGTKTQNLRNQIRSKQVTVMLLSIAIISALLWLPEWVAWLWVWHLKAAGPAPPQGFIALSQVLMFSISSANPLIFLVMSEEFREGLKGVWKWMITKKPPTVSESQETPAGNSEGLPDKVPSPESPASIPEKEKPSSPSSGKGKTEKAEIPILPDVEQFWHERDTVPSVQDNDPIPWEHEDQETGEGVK
An asterisk follows results filed as active.

Value order: FBW7 activator, TEAD-YAP inh, MITF primary, GPR151 activ
1. CC(=O)N1[C@@H](C2C(=O)NN=C2C)C[C@H](C)N1c1ccccc1 (some centres undefined)
    -0.1, 3.8, 5.5, -0.8
2. CCCCC(=O)NC(=S)Nc1ccccc1N1CCN(C)CC1
    -0.1, 8.4, -3.5, -0.5
3. CCOC(=O)CC1CSc2nc3sc(C)c(C)c3c(=O)n21 (centres undefined)
    -0.1, 1.4, -3.6, -1.2
4. Cc1nnc2sc(-c3ccc(NC(=O)CSc4ccc(Cl)cc4)cc3)nn12
    -0.3, 17.4, -12.1, 2.8
5. CC(C)(C)C1CCC(C(=O)OCC(=O)Nc2ccc([N+](=O)[O-])cc2C#N)CC1 (centres undefined)
    0.1, -4.5, 14.9, -1.0
6. Cc1ccccc1-n1c(=S)sc2c(=O)n(-c3ccccc3)c(SCC(=O)c3ccc(Cl)cc3)nc21
    0.3, 0.4, 7.6, 0.9
7. COc1cccc(NS(=O)(=O)c2ccc(S(=O)(=O)N3CCOCC3)cc2)c1
    0.2, 6.7, 19.6, -0.8
8. CCOC(=O)CCN(Cc1c(Cl)cccc1Cl)S(=O)(=O)c1ccc(C(C)(C)C)cc1
    0.0, -12.0, 0.4, -0.9
9. COc1ccccc1NC(=O)c1sc(=S)n(-c2ccc(C)cc2C)c1N
    -0.5, -27.3, 19.2, 0.2
10. CCOC(=O)C1=C(C)NC2=C(C(=O)C(C(=O)OC)C(C)C2)C1c1cc(OC)c(OC)cc1Br (centres undefined)
    1.2, -13.7, 13.1, -2.2
11. O=[N+]([O-])c1ccc(N2CCN(CCO)CC2)c2ncccc12
    0.2, 0.8, 0.5, -0.6
12. O=C(NCCc1nnc2n1CCN(Cc1ccccn1)CC2)C1CCCCC1
    0.0, 1.5, 29.1, 0.7
13. COCCCNCCOCCOc1cc(C)ccc1Cl
    0.3, -0.1, 18.1, -0.5
14. COc1ccccc1C(=O)Nc1ccc(N(C)C(C)=O)cc1
    0.1, -16.7, 1.5, -1.9
15. CCOc1ccccc1NC(=O)c1cn(-c2ccc(OC)cc2)c(=O)c2ccccc12
    0.0, -3.7, 6.8, -0.8
16. COc1ccc(CCc2nnc(CCC(=O)NCc3ccc(F)cc3F)o2)cc1
    -0.1, -4.3, -0.1, -0.5
17. CCOc1ccc2nc(NC(=O)c3ccc(F)cc3)sc2c1
    -0.2, -21.0, -3.7, 0.0
18. Cc1nnc(NC(=O)Cn2c3c(c4ccccc42)CCC3)s1
    0.2, -5.9, 18.4, 3.0
19. CCCCCOc1ccc(NC(=O)C(=O)NCC(CC)CCCC)cc1 (centres undefined)
    0.2, 0.8, -8.9, -1.2
20. CN1CCN(C(=O)C23CC4CCC2(C)C4(C)CO3)CC1 (centres undefined)
    0.0, -4.9, -2.7, -0.5

Part of the list above, reduced to MITF primary:
| No. | structure | MITF primary |
| --- | --- | --- |
| 16 | COc1ccc(CCc2nnc(CCC(=O)NCc3ccc(F)cc3F)o2)cc1 | -0.1 |
| 17 | CCOc1ccc2nc(NC(=O)c3ccc(F)cc3)sc2c1 | -3.7 |
| 18 | Cc1nnc(NC(=O)Cn2c3c(c4ccccc42)CCC3)s1 | 18.4 |

Next part:
Value order: FBW7 activator, TEAD-YAP inh, MITF primary, GPR151 activ
21. COC(=O)C(C(C)=O)C1c2ccccc2Oc2ccc(F)cc21 (centres undefined)
    0.0, -0.4, -3.1, 1.9
22. CC1=C(C#N)C(c2ccc(Cl)c(Cl)c2)C2=C(CCCC2=O)N1 (centres undefined)
    0.2, 2.8, -6.1, -0.2
23. Cc1ccc(C2=NN3C(C2)c2cc(Cl)ccc2OC3c2cccc(Cl)c2)o1 (centres undefined)
    0.5, 0.5, 16.6, -1.5
24. CNC(=O)c1cc(F)ccc1Nc1cc(Nc2ccc3c(c2)CCC(=O)N3)ncc1C(F)(F)F
    -0.1, 78.9*, -0.5, 0.3
25. O=C(Cn1c2ccccc2c(=O)c2ccccc21)NCc1cccc(OC(F)(F)F)c1
    0.1, -2.0, 11.1, 0.5
26. C/C=C/C(=O)OCC(=O)N1CCN(C(=O)COC(=O)/C=C/C)CC1
    0.2, 17.8, 11.0, -0.2
27. COC(=O)/C(C#N)=C/c1c(Oc2ccccc2F)nc2c(C)cccn2c1=O
    0.0, 7.2, 3.4, 0.8
28. O=[N+]([O-])c1ccc(N2CCN(Cc3ccoc3)CC2)cc1
    -0.1, -1.3, 8.2, -0.2
29. O=C(Nc1ccc(Br)cc1)c1ccc(F)c(S(=O)(=O)N2CCOCC2)c1
    0.2, 3.4, -20.2, -1.0
30. CCn1c(SCC(=O)Nc2nc(C)c(C)s2)nnc1-c1ccc(C)cc1
    0.0, 5.9, -4.1, 0.1
31. O=C(O)COc1ccccc1/C=N/NC(=O)CNC(=O)c1ccccc1Cl
    0.0, 4.3, 11.8, 2.2
32. O=C1NC(=O)C(=Cc2ccccc2OCc2cccc(F)c2)C(=O)N1
    -1.0, 8.2, 4.1, 0.2
33. Cn1c(/C(C#N)=C/c2ccco2)nc2ccccc21
    -0.1, -56.7, 14.6, -2.8
34. O=C1CC(N2CCc3ccccc3C2)C(=O)N1c1ccccc1 (centres undefined)
    0.0, -0.5, -1.1, -0.3
35. O=C1c2ccccc2SC(c2ccccc2)N1C1CC1 (centres undefined)
    0.2, -4.8, 6.6, -1.7
36. CCC(C)(C)n1nnnc1C(c1cccc(C#N)c1)N1CCN(C(=O)c2ccco2)CC1 (centres undefined)
    -0.1, -0.3, 3.8, -0.3
37. FC(F)(F)c1ccccc1NC(=S)N/N=C1\CC2CC=CC12 (centres undefined)
    0.0, 46.7*, 18.8, -1.0
38. COC(=O)C1=CN(Cc2ccc(Cl)cc2)C=C(C(=O)OC)C1c1ccc(F)c(Br)c1
    0.1, 2.8, -1.4, -1.5
39. Cc1cc(C)cc(NC(=O)/C=C/c2ccc(C)o2)c1
    -0.2, -32.2, 4.5, -0.7
40. COc1ccc(NC(=O)c2ccc(N3CC4CC(C3)c3cccc(=O)n3C4)c(NC(=O)c3ccc(F)cc3)c2)cc1Cl (centres undefined)
    0.1, 3.4, -1.7, 0.8
41. O=C(NCc1ccco1)/C(=C/c1ccc2c(c1)OCO2)NC(=O)c1ccc(Br)cc1
    -0.1, -0.4, 9.3, 1.3
42. CCC(C(=O)Nc1nn2c(-c3ccc(OC)c(OC)c3)nnc2s1)c1ccccc1 (centres undefined)
    0.0, 1.1, -9.7, 3.0
43. O=C(c1ccccn1)N1CCCCC1c1nc2ccccc2[nH]1 (centres undefined)
    -0.1, -2.8, 13.2, 4.0
44. COP(=O)(OC)C(Nc1ccc(C(F)(F)F)cc1)c1ccccc1 (centres undefined)
    -0.1, 4.0, 1.6, 1.0
45. COc1cc(/C(O)=C(\C#N)c2nc3ccccc3n2C)cc(OC)c1OC
    0.0, -6.2, -9.0, -0.9
46. CC1CN(c2nc3c(c(=O)[nH]2)CCN(Cc2cccc(C#N)c2)C3)CC(C)O1 (centres undefined)
    0.1, -2.6, 19.9, -1.2
47. COc1cc(NC(=O)c2cccc(-n3ncc4cc(Nc5ccccc5F)ccc43)c2)cc(OC)c1OC
    -0.2, 33.3*, -5.7, 0.1
48. CN(C)c1nc2n(c(=O)n1)CCO2
    -0.1, 2.2, -11.9, 0.8
49. O=C(N/N=C/c1cccn1-c1ccc([N+](=O)[O-])cc1)C(O)c1ccccc1 (centres undefined)
    0.0, -2.8, 8.3, -0.9
50. O=C(c1ccccc1)c1ccccc1Br
    0.1, -7.2, 1.8, 2.8
51. COc1ccc(NC(=O)C(C)(C(F)(F)F)C(F)(F)F)cc1
    0.1, -0.8, 15.0, 0.3
52. O=C1/C(=C/c2ccc(Cl)cc2)C=C(c2ccccc2)N1c1cccc([N+](=O)[O-])c1
    -0.1, -30.6, -9.7, 0.1
53. Cc1cc(-n2c(-c3cccnc3)n[nH]c2=S)ccc1Cl
    0.3, -6.5, 9.8, -0.9
54. O=C(Nc1cccc(Br)c1)c1cccc(S(=O)(=O)N2CCCCC2)c1
    0.2, -3.1, 9.8, -0.8
55. CCN(C(=O)c1cc([N+](=O)[O-])ccc1N1CCOCC1)c1ccccc1
    -0.1, 4.6, 3.3, 0.4
56. CCC1CCCCN1C(=O)C1=CC(c2ccc(OC)cc2)=NS(=O)(=O)N1C (centres undefined)
    -0.1, -22.3, -2.3, 0.4
57. CC1=C(C)/C(=N\S(=O)(=O)c2ccc(C)cc2)C=C(N2CCOCC2)C1=O
    -0.3, -2.3, 3.8, -2.4
58. C/C(=N/N1CCN(c2ccccn2)CC1)c1cccc([N+](=O)[O-])c1
    -0.1, -22.4, -11.4, -2.4
59. O=C(CCCN1CCC(O)(c2cccnc2)CC1)c1ccccc1
    0.1, 7.0, 17.1, 1.6
60. CC(C)CCC1(C)NC(=O)N(CC(=O)Nc2cccc(C#N)c2)C1=O (centres undefined)
    -0.1, -7.0, -2.2, 0.8
61. CCOC(=O)c1c(NC(=O)c2ccco2)sc(C)c1C
    -0.1, -10.1, -10.5, -1.5
62. Cc1cc(NC(=O)CN2c3cccc4cccc(c34)S2(=O)=O)no1
    -0.1, 7.4, 13.1, -1.2
63. CC(CCc1ccccc1)NC(=O)CCCCn1c(=O)[nH]c2ccccc2c1=O (centres undefined)
    0.2, 7.0, -4.0, -0.7
64. COc1ccc(N2C(=O)CC(N3CC(C)OC(C)C3)C2=O)cc1 (centres undefined)
    -0.1, 2.9, 6.2, 0.7
65. O=CN1CCN(C(=O)c2ccc(Cl)cc2[N+](=O)[O-])CC1
    0.0, 9.0, 3.5, 3.5
66. CN(C)S(=O)(=O)c1ccc(C(=O)NN)cc1
    0.2, 2.9, -13.3, -0.4
67. O=C(Nc1nnc(N2CCCCC2)s1)NC12CC3CC(CC(C3)C1)C2
    0.0, -0.5, 15.6, -0.1
68. CN(C)C(=O)CSc1nc2ccccc2n1CC(=O)N1CCc2ccccc21
    0.1, 0.5, 24.5, -0.1
69. CCCCNS(=O)(=O)c1ccc(NC(=O)c2c(OC)cccc2OC)cc1
    0.5, 13.3, 9.9, -0.7
70. Cc1nc2ccccn2c1C(=O)N/N=C/c1ccc(O)c(O)c1O
    -0.4, 8.0, 75.9*, -0.4
71. N=C1c2ccccc2CN1NC(=O)COc1cccc(F)c1
    0.2, 7.3, 6.8, -0.4
72. Cc1ccnc(NC(=O)COc2cc(C)ccc2C)c1
    0.7, -48.6, 0.3, 3.8
73. Cn1ccnc1CN1CCN(c2nc3nonc3nc2N2CCCC2)CC1
    -0.1, -2.6, -5.2, 1.4
74. CCn1nc(C)c(CCC(=O)N2CCC3(CC2)NC(=O)c2cccnc2N3C)c1C
    0.0, 4.2, 7.3, 2.5
75. CCn1ccnc1[C@@H]1C[C@H]2CN(Cc3ccccc3OC)C(=O)[C@]23CCCN13
    0.2, -4.7, 1.1, 0.3
76. COc1ccc(CCN(C)CCC(=O)Nc2cccc(Cl)c2)cc1OC
    -0.2, -4.3, 0.8, 0.8
77. CCC1C(=O)C(C)(C)C(=O)OC1c1ccccc1 (centres undefined)
    -0.2, -9.3, -6.1, -0.8
78. CC12CCC(C/C1=N/NC(N)=O)C2(C)C (centres undefined)
    0.0, -10.0, -2.2, -1.6
79. N#CCn1c(CCl)nc2sc3c(c2c1=O)CCCC3
    0.5, -4.3, -9.3, 0.2
80. COc1ccc(CCNC(=O)CCS(=O)(=O)c2ccc(C)cc2)cc1OC
    0.0, -3.6, -1.4, -1.2

Ordered by molar mass (descending): some entries from above
Value order: FBW7 activator, TEAD-YAP inh, MITF primary, GPR151 activ
76. COc1ccc(CCN(C)CCC(=O)Nc2cccc(Cl)c2)cc1OC
    -0.2, -4.3, 0.8, 0.8
67. O=C(Nc1nnc(N2CCCCC2)s1)NC12CC3CC(CC(C3)C1)C2
    0.0, -0.5, 15.6, -0.1
62. Cc1cc(NC(=O)CN2c3cccc4cccc(c34)S2(=O)=O)no1
    -0.1, 7.4, 13.1, -1.2

Additional records follow:
Value order: FBW7 activator, TEAD-YAP inh, MITF primary, GPR151 activ
81. Cc1ccc(CC2(CCC(=O)N(C)C3CCOC3)CCC(=O)N2)cc1 (centres undefined)
    -0.1, -1.4, -3.2, 0.8
82. Cc1cccc(NC(=O)Cc2nnc(NC(=O)Nc3ccccc3F)s2)c1
    0.4, 1.8, 9.9, -0.4
83. CCOC(=O)c1cnc(SCCCc2ccccc2)nc1N
    0.0, -9.4, 12.8, 1.1
84. C=CCN(CC(=O)NCC1CCCO1)C(=O)CCC(=O)Nc1cc(C)on1 (centres undefined)
    0.1, 1.5, 9.2, -0.7
85. C=CCOc1ccc(C2C(C(=O)OC(C)C)=C(C)N=C3SCCC(=O)N32)cc1OC (centres undefined)
    0.1, -3.3, 6.3, -0.1
86. Cc1cc(C)n(C(=O)COc2ccccc2-c2ccccc2)n1
    0.2, -4.7, 8.4, 1.3
87. Cc1ccc(S(=O)(=O)N2CCCC(c3nnc(Cc4ccc(F)cc4)o3)C2)cc1C (centres undefined)
    0.1, 1.3, 2.0, 0.6
88. O=C(Nc1ccc(Oc2ccc(Cl)c3ccccc23)c(Cl)c1)c1cc(Cl)ccc1O
    0.2, 0.8, 6.3, 2.6
89. CC1CCc2c(sc(NC(=O)Cc3ccccc3)c2C(N)=O)C1 (centres undefined)
    0.0, 2.8, 5.4, 1.7
90. Cc1nc2cnc(-c3ccc(CO)cc3)cn2c1NC(=O)c1ccccc1
    0.1, -9.4, -10.1, -1.1
91. CCOc1ccc(/C=C2\SC(=S)N(C(CC)C(=O)O)C2=O)cc1 (centres undefined)
    -0.4, -5.6, -10.3, 6.0*
